# High-throughput results deposited in PubChem by National Center for Advancing Translational Sciences (NCATS).
# HT1080 IDH1KD tx: kills HT-1080 cells with IDH1 knockdown | Potency, µM (highest dose often 46.1 µM), for inactives: at the highest dose activity, negative = toxicity, hits mostly cytotoxic | HT-1080 IDH1 knockdown viability, ATP luminescence, 48 h | actives 2% (n = 360,000);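 note: potency is the fitted concentration of half-maximal effect; 0% = DMSO wells and -100% = cell-free medium wells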
#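 % activity derives from luminescence (CellTiter-Glo), normalised to DMSO and no-cell wells. HT-1080-IDH1KD cells, 750/well, had 48 h compound exposure at 37 °C.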
# IL1B secr inh: inhibitors of inflammasome signaling (IL-1 beta secretion); THP-1 LPS/ATP IL-1B secretion, AlphaLISA, 16 h; active compounds read low; activity change, % at 57.5 µM; actives 4.7% (n = 360,000); in the data active = activity change below about -50%; inconclusive = mostly about -30% to -49%; note: % is set by controls: 0 for no effect and ±100 for the full control effect
#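 THP-1 cells pretreated 1 hr with compounds (up to 57.5 uM final), then stimulated with LPS (250 ng/mL final) plus ATP (1.25 mM final); secreted IL-1B measured by AlphaLISA after 16 hr, decreased signal indicating inhibition.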
# GLP-1R agonist: activates the human GLP-1 receptor; P43220; HEK293 GLP-1R CRE-luciferase, luminescence, 4-6 h; cells express a hypersensitive GLP-1R form; Potency, µM (top dose mostly 45.6 µM), inactives show top-dose activation, usual class: activators; actives 0.007% (n = 380,000); AID 624172; note: potency is the fitted concentration of half-maximal effect; % of control where 0% means no effect
# Target sequence (P43220 whole entry, looked up): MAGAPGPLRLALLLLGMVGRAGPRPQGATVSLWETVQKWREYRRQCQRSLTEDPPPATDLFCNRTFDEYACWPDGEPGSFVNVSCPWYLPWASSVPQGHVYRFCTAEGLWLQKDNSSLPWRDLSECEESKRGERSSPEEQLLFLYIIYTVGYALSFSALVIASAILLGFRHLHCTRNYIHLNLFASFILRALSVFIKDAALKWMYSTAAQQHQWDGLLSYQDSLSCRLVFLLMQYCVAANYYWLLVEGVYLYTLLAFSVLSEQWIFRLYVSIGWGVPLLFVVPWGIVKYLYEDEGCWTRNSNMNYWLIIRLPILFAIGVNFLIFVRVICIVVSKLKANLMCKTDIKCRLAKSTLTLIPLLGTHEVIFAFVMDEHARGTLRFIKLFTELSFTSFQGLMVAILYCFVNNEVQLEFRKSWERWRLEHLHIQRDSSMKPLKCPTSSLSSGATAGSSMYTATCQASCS
# D3 antag: D3 dopamine receptor (human) antagonism; P35462; D3R cells, DiscoveRx beta-arrestin luminescence, antagonist mode; active compounds read low; max response, negative = inhibition, %; actives 2.5% (n = 360,000); AID 652054; in the data active = max response below about -50%; inconclusive = no clear call, values can overlap the other calls; note: % is set by controls: 0 for no effect and ±100 for the full control effect; mostly tested at two doses, the higher about 12 µM
# Target sequence (P35462 whole entry, looked up): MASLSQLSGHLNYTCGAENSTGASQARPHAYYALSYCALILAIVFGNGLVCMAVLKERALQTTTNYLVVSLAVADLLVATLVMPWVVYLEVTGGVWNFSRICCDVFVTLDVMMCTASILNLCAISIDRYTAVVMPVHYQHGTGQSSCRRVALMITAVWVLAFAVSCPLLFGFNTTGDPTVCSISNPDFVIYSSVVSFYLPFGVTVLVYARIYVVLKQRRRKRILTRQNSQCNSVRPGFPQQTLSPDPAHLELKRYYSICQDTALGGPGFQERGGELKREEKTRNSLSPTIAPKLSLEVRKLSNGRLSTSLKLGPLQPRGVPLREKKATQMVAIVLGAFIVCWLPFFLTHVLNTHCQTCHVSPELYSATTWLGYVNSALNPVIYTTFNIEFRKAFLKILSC
#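 Cells plated overnight at 1500 cells/well, then exposed to library compounds with dopamine controls for 90 minutes at 37 degrees C. DiscoveRx reagent added for 30–60 minutes at room temperature; luminescence read, quantitative HTS format.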
# SW480 rereplic: inducers of DNA re-replication in SW480 colon cancer cells; SW480 DNA re-replication, Hoechst DNA content imaging, 48 h; Potency, µM (titrated, usually from 46.1 µM), inactives show top-dose re-replication activation, usual class: activators; actives 1.8% (n = 340,000); AID 624297; note: potency is the fitted concentration of half-maximal effect; % of control where 0% means no effect; nearly all actives have a fitted effect of over 55% in size
#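 Quantitative HTS format with DMSO vehicle controls; 48 hr drug incubation at 37 C, then 40 min Hoechst staining and scanning imager measurement at 405 nm excitation.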
# KB-V1 MDR tox: kills drug-selected multidrug resistant KB-V1 cells | KB-V1 MDR cells viability, CellTiter-Glo, 72 h | Potency, µM (top dose mostly 46.1 µM), for the others: at the highest dose activity change, negative = cytotoxicity, usual class: cytotoxic | actives 3.4% (n = 400,000) | AID 1347076; note: potency is the fitted concentration of half-maximal effect; % is set by controls: 0 for no effect and ±100 for the full control effect; nearly all actives have a fitted effect of over 60% in size
#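 KB-V1 cells (P-gp-expressing MDR subline of KB-3-1) in phenol-red-free DMEM with 10% FBS were exposed to library compounds over a concentration series for 72 h at 37 degrees C. Viability read by CellTiter-Glo luminescence; concentration-effect curves fitted after normalization.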
# DRD3 agonist: activates the human D3 dopamine receptor; max activation, %; AID 652048; actives 0.58% (n = 410,000); D3R DiscoveRx beta-arrestin cells, luminescence, 90 min; in the data active = max activation above about 30%; note: 0% is about no effect; mostly tested at two doses, the higher about 12 µM
#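 Cells at 1500/well, incubated overnight, then treated with pinned compounds (dopamine as control) for 90 min at 37 degrees C. DiscoveRx reagent added for 30 - 60 minutes at room temperature; luminescence read.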
# KB-3-1 tox: KB-3-1 parental cell cytotoxicity | KB-3-1 viability, CellTiter-Glo ATP luminescence, 72 h | Potency, µM (doses to about 46.1 µM), for the others: at the highest dose activity change, negative = cytotoxic, hits mostly cytotoxic | actives 1.4% (n = 400,000); note: potency is the fitted concentration of half-maximal effect; % is set by controls: 0 for no effect and ±100 for the full control effect; nearly all actives have a fitted effect of over 60% in size
#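 Cytotoxicity in the drug-sensitive parental line KB-3-1 was scored as loss of CellTiter-Glo luminescence following 72 h incubation with compound. Values come from curve fitting of normalized concentration-response data.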
# HT1080-NT tox: kills 2HG-producing HT-1080-NT fibrosarcoma cells; HT-1080-NT fibrosarcoma viability, CellTiter-Glo ATP luminescence, 48 h; Potency, µM (top dose mostly 46.1 µM), for the others: at the top dose activity, negative = less viability, actives largely listed as cytotoxic; actives 1.6% (n = 360,000); AID 686970;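 note: NT is the 2HG producing partner of a matched IDH1 knockdown line; potency is the fitted concentration of half-maximal effect; 0% = DMSO-treated cells and -100% = media-only wells without cells; nearly all actives have a fitted effect of over 55% in size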
#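 Compounds were tested in concentration-response format on HT-1080-NT cells for 48 hours at 37 degrees C. Cell viability came from CellTiter-Glo luminescence; curves were classified by r2, response magnitude and activity.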
# * marks the source's active call; other numbers are inactive results; ? = inconclusive; . = no result given; [ ] = dose if it differs, or a comment. Unless noted, calls come from the whole dose curve; as a rule, active = well fitted curve in the direction sought with a large enough effect; inconclusive = small, poorly fitted or top-dose-only effect, or another doubt; inactive = no such curve, though single readings can be large; an effect the other way counts as inactive or inconclusive.
SMILES,HT1080 IDH1KD tx,IL1B secr inh,GLP-1R agonist,D3 antag,SW480 rereplic,KB-V1 MDR tox,DRD3 agonist,KB-3-1 tox,HT1080-NT tox
CC(C)Sc1nnc(CNC(=O)C23CC4CC(CC(C4)C2)C3)n1Cc1ccccc1,-12%,?,-5%,6,-2%,4%,3,-6%,5%
O=C(Nc1ccc(Oc2ccsc2C(=O)O)cc1)c1ccccc1,0%,18,-3%,-3,-18%,4%,-2,4%,12%
CCn1cc(C(=O)N(C)c2ccc(OC)cc2)c2cc(OC)c(OC)cc2c1=O,0%,-7,2%,-12,-13%,-8%,-5,14%,3%
CN(C)C(CNC(=O)c1cc(S(=O)(=O)N(C)c2ccccc2)ccc1Cl)c1ccccc1 (stereo not given),-8%,-10,15%,-10,-8%,0%,-9,?,-3%
CN(C)C(=O)c1nnc(Cc2ccc(Cl)cc2)o1,-2%,-4,-3%,-8,-7%,12%,4,-4%,2%
Cc1ccc(S(=O)(=O)N2CC(O)CC2C(=O)NCc2ccc3c(c2)OCO3)cc1 (stereo not given),8%,9,4%,-3,0%,-2%,2,-4%,8%
Cc1cccc(NC(=O)C(C)Sc2nc3nc(C)cc(C)n3n2)c1 (stereo not given),14%,8,17%,7,-2%,-19%,1,0%,2%
CCc1nc2c(OCc3ccccc3)cccn2c1N(Cc1ccccc1)C(C)=O,-14%,-14,-2%,0,.,?,-14,2%,-7%
COc1ccc(C(O)c2nccc3cc(OC)c(OC)cc23)cc1OC (stereo not given),-14%,27,25%,0,-3%,8.2µM*,1,?,-13%
O=C(CSCc1ccc(Br)cc1)N=Nc1c(O)[nH]c2ccccc12,-3%,-11,18%,3,0%,-2%,1,9%,-5%
COc1ccc(NC(=O)c2ccc3c(c2)C(=O)N(CC2CCCO2)C3=O)cc1O (stereo not given),3%,15,1%,-2,4%,.,8,.,13%
O=S(=O)(CCc1nc2ccccc2s1)c1ccc(Cl)cc1,9%,16,-13%,3,3%,2%,2,4%,6%
Cc1cc(NC(=O)c2c(C)noc2C)no1,-1%,20,9%,-2,?,23%,-11,-19%,0%
CCOc1cc(C(=O)Nc2ccc(C)cc2O)ccc1OCC(=O)N1CCOCC1,-10%,6,-8%,2,-1%,-5%,-9,0%,-14%
COc1ccccc1/C=C/C(=O)NCC(=O)N/N=C/c1ccc(C(=O)O)cc1,-4%,10,2%,3,-24%,20%,-6,15%,6%
O=C1CN(C(=O)COC(=O)c2ccccc2Br)c2ccccc2N1,-2%,-7,12%,-55*,-1%,.,-17,.,-11%
CC(=O)Nc1ccc(NC(=O)C(C)OC(=O)C2(c3ccc(F)cc3)CCCC2)cc1 (stereo not given),-19%,-1,7%,3,0%,?,10,-5%,-17%
O=C(C[C@H]1C/C=C\CC[C@H](Cc2ccc(F)cc2)C(=O)OC[C@H]2CCCN2C1=O)NCCO,-5%,14,-3%,-3,-3%,-24%,5,-2%,0%
CC1CCCCC1NC(=O)CSc1nnc(-c2ccccc2)n1N (stereo not given),8%,3,1%,14,2%,-2%,1,-1%,11%
COc1ccc(Cc2c(C3CCCCC3)nc3cc(C)c(Br)c(C)n23)c(C)c1,3%,0,-3%,6,.,7%,6,-2%,4%
NC(=O)N/N=C1\CCS(=O)(=O)c2ccc(F)cc21,10%,29,1%,-9,-9%,16%,-5,0%,-3%
CC(C)N1CN=C(Nc2nc3ccccc3o2)NC1,12%,0,8%,16,-22%,-6%,2,1%,13%
CC(C)C(OC(=O)c1ccco1)C(=O)NCc1ccc2c(c1)OCO2 (stereo not given),-3%,3,0%,-6,-7%,-16%,-5,11%,1%
COc1cc(NC(=O)CSc2nc3[nH]c(=O)cc(O)c3s2)cc(OC)c1OC,-1%,2,-1%,7,-1%,-2%,2,0%,-2%
O=C(Cc1ccc(Cl)cc1)NCC(=O)N1CCCCCC1,9%,-5,2%,1,?,-9%,1,-3%,6%
CC(=O)Nc1ccc(S(=O)(=O)NNc2ccc([N+](=O)[O-])cc2)cc1,16µM*,-7,0%,9,-4%,7%,2,?,?
CCOc1cccc(NC(=O)c2ccc(S(=O)(=O)N(C)C)cc2)c1,-2%,-8,1%,3,7%,-8%,-8,6%,13%
O=S(=O)(c1ccc(NC(=S)NN=C2CCCCC2)cc1)N1CCOCC1,-11%,34,5%,-1,-7%,-2%,-1,-5%,-8%
COc1ccc(C2(NC(C)=O)CCN(C(=O)c3ccco3)CC2)cc1,5%,-10,-1%,-8,-6%,12%,1,24%,4%
CC(C)(C)c1ccc(S(=O)(=O)/N=C2\C=C(NS(=O)(=O)c3ccccc3)C(=O)c3ccccc32)cc1,16µM*,19,2%,?,?,-13%,-18,-24%,23µM*
Cc1cccnc1C1=NOC(Cc2ccccc2)C(=O)N1CCOc1ccc(F)cc1 (stereo not given),3%,36,0%,7,.,-30%,1,2%,-11%
CCn1c(C(=O)Nc2ccsc2C(=O)OC)cc2sc(Cl)cc21,4%,4,2%,11,-5%,11%,-4,?,-8%
COc1ccc(Br)c2c1C(=O)CC2,21%,-1,13%,-4,-5%,?,-3,-2%,16%
CC1(C)C2CCC1(CS(=O)(=O)NC(CC(=O)O)c1cccc(Br)c1)C(=O)C2 (stereo not given),15%,19,9%,20,-1%,8%,7,7%,30%
CC(=O)c1cccc(NC(=O)CSc2nnc(-c3ccc(S(=O)(=O)N4CCCC4)cc3)o2)c1,1%,3,3%,-19,-6%,1%,-3,-2%,0%
Cc1noc(C)c1S(=O)(=O)N1CCC(C(=O)NCCCN2CC(C)CC(C)C2)CC1 (stereo not given),13%,-8,1%,-17,-25%,-1%,-2,-3%,16%

# Filtered by structure: the compounds so far with an NH in an aromatic ring.
SMILES,HT1080 IDH1KD tx,IL1B secr inh,GLP-1R agonist,D3 antag,SW480 rereplic,KB-V1 MDR tox,DRD3 agonist,KB-3-1 tox,HT1080-NT tox
O=C(CSCc1ccc(Br)cc1)N=Nc1c(O)[nH]c2ccccc12,-3%,-11,18%,3,0%,-2%,1,9%,-5%
COc1cc(NC(=O)CSc2nc3[nH]c(=O)cc(O)c3s2)cc(OC)c1OC,-1%,2,-1%,7,-1%,-2%,2,0%,-2%

# Remaining list, next part:
SMILES,HT1080 IDH1KD tx,IL1B secr inh,GLP-1R agonist,D3 antag,SW480 rereplic,KB-V1 MDR tox,DRD3 agonist,KB-3-1 tox,HT1080-NT tox
COc1ccc2cc(Br)ccc2c1CC(=O)N1CCCC1,-13%,-14,8%,-16,-2%[9.22 µM],-18%,-2,0%,-24%
O=C(NCC1CCCO1)C(c1ccc(N2CCOCC2)cc1)N(C(=O)Cn1nnc2ccccc21)c1ccccc1F (stereo not given),-17%,-1,7%,-17,-5%,-3%,-7,-11%,-2%
CN(Cc1ccccc1)C(=O)c1ccc(NC(=O)Cc2ccc(NC(=O)C3CCN(C(=O)C4CCCCC4)CC3)cc2)cc1,?,29,9%,?,?,-11%,-21,-20%,-13%
CCC[C@H]1CN(Cc2ccccc2)C(=O)[C@@H]1CC(=O)NC,7%,-9,-5%,17,.,-12%,5,14%,7%
COC(=O)c1cn(C(=O)/C=C/c2ccc(OC)c(OC)c2)c2ccccc12,?,-69*,15%,22,?,-10%,27,-23%,-22%
COc1ccc(S(=O)(=O)N2CCCCC2)cc1NC(=O)c1cccc(S(=O)(=O)N2CC(C)OC(C)C2)c1 (stereo not given),-5%,-19,7%,-1,9%,-12%,-3,-3%,-8%
O=C(NN=C1CCCC1)c1cc(-c2ccccc2)n[nH]1,1%,0,6%,0,.,1%,-4,16%,1%
COc1cccc(CNS(=O)(=O)c2c(C)[nH]c(C)c2C(=O)N2CCCCC2)c1,14%,-17,1%,-3,?,8%,-1,-15%,1%
COc1ccc(C(=O)COC(=O)CCNS(=O)(=O)c2ccccc2)c(OC)c1,1%,18,1%,7,-2%,?,3,15%,2%
O=C(Nc1ccc(F)cc1)C(CCc1ccccc1)N1CCN(C(=O)c2ccco2)CC1 (stereo not given),-3%,3,.,3,.,?,8,-9%,-3%
Cc1cc(F)ccc1S(=O)(=O)Nc1ccccc1C(=O)Nc1ccccc1-c1nc2ccccc2[nH]1,?,-79*,-20%,51,?,18µM*,23,?,?
COc1ccccc1C(=O)OCC(=O)NC(=O)NC1CCCCC1,5%,4,12%,4,-9%,2%,8,0%,-1%
Cc1oc(-c2ccc(Cl)cc2)cc1-c1nn2c(-c3ccoc3C)nnc2s1,1%,18,-2%,-10,-10%,-2%,-10,6%,0%
COCc1[nH][nH]c(=O)c1C=Nc1ccccc1,1%,23,-3%,26,6%,?,2,?,-2%
N#Cc1ccc(NC(=O)Cn2cnc(S(=O)(=O)N3CCOCC3)c2)cc1,16%,2,-3%,-15,-10%,?,-7,-6%,8%
O=S(=O)(c1ccccc1)c1ccccc1/C=N\O,-2%,-3,4%,-7,1%,-21%,-5,-1%,-1%
COc1ccc(C(C(=O)NC2CCCCC2)N(Cc2ccco2)C(=O)c2ccccn2)c(OC)c1 (stereo not given),11%,-3,8%,-7,-5%,-20%,-2,0%,0%
CCCCCCc1cc2cc(-c3nnc(-c4ccccc4OC)o3)c(=O)oc2cc1O,?,1,-1%,72,1.2µM*,16µM*,37*,?,?
COc1ccccc1CNc1cc(-c2ccccc2)ccc1OC,1%,-3,0%,-4,9%,?,-3,-15%,11%
Cc1ccc(NC(=O)COC(=O)CNC(=O)c2ccc(Cl)cc2Cl)cc1S(=O)(=O)N1CCOCC1,2%,-18,0%,9,-34%,16%,7,12%,8%
CC(=NNc1ccc([N+](=O)[O-])cn1)c1ccccc1,2%,0,-1%,-3,-11%,0%,1,9%,10%
O=C(CN1C(=O)C2C3C=CC(C3)C2C1=O)NCCC1=CCCCC1 (stereo not given),0%,22,7%,-16,-4%,-29%,-7,4%,1%
O=C(NCc1cccc(C(F)(F)F)c1)c1csc([C@@H]2C[C@H](O)[C@@H](CO)O2)n1,0%,45,5%,-8,.,4%,-14,0%,7%
